Screens as filed in PubChem.
hcGAS inh – blocks human cGAS activity | actives 0.081% (n = 290,000) | inhibition, % at 12.5 µM | recombinant h-cGAS, ATP depletion, Kinase-Glo luminescence | Q8N884; in the data active means inhibition above about 40%;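 further: 0% = vehicle reaction and 100% = reaction without DNA for no activity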
Target sequence (Q8N884 whole entry, looked up): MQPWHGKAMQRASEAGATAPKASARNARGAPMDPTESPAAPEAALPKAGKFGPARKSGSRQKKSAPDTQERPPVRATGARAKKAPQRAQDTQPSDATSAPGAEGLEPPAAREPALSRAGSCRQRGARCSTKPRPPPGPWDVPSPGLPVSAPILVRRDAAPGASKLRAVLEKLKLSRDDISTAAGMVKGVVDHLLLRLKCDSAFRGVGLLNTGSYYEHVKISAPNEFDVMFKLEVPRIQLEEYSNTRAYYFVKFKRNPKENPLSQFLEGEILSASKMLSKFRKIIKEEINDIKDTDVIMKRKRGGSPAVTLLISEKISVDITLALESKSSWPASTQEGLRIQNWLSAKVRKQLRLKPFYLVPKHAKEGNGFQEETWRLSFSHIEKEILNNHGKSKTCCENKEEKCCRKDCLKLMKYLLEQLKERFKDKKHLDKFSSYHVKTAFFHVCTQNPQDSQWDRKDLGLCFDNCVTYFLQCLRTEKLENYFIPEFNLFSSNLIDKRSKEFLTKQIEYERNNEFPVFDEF
An asterisk follows results filed as active. The list is partial. The share of hits here may be higher or lower than overall.

SMILES	hcGAS inh
O=C(CC1C=CCC1)Nc1nc2c(Cl)c(Cl)ccc2s1 (stereo not given)	-4
c1ccc(COc2ccccc2-n2cnnc2)cc1	1
COc1cc(-c2nc3c(C)cccc3cc2CO)cc(OC)c1OC	-2
O=C1N(Cc2cccc(Cl)c2)C[C@@H]2C[C@@H](c3cc4ccccc4o3)N3CCC[C@@]123	-6
O=C(Nc1ccc(-c2cscn2)cc1)C1CCCN(CCCn2cccn2)C1 (stereo not given)	-6
O=C(NCC1CC(=O)N(C2CCCC2)C1)c1ccc2nc[nH]c2c1 (stereo not given)	-6
Cc1cc(C(=O)N2CCCC3(CC2)CNC(=O)O3)c(-c2ccccc2)o1 (stereo not given)	-5
CC(C)NNC(=O)C(C)(C)Oc1ccccc1	-4
CCC(C(=O)NCCc1ncccc1C)n1cc(C(C)=O)c2ccccc21 (stereo not given)	0
CN(c1ccc(F)cc1)S(=O)(=O)c1ccc(C(=O)O)c(Cl)c1	-5
CC12CC3CC(C1)CC(c1ccccc1O)(C3)C2	-12
C=CCn1cc(CN2CCCC2c2ccccc2C)c(C)n1 (stereo not given)	-3
O=C(CC1C(=O)NCCN1Cc1ccccc1)NCc1nnc2n1CCCC2 (stereo not given)	-5
Fc1ccc(-c2[nH]ncc2CN(Cc2ccsc2)C2CC2)cc1	-4
Cc1cc(C(=O)OCC(=O)N2CCC(C)CC2)c2ccccc2n1	-11

A stretch from the list above:
SMILES	hcGAS inh
CN(c1ccc(F)cc1)S(=O)(=O)c1ccc(C(=O)O)c(Cl)c1	-5
CC12CC3CC(C1)CC(c1ccccc1O)(C3)C2	-12
C=CCn1cc(CN2CCCC2c2ccccc2C)c(C)n1 (stereo not given)	-3
O=C(CC1C(=O)NCCN1Cc1ccccc1)NCc1nnc2n1CCCC2 (stereo not given)	-5
Fc1ccc(-c2[nH]ncc2CN(Cc2ccsc2)C2CC2)cc1	-4
Cc1cc(C(=O)OCC(=O)N2CCC(C)CC2)c2ccccc2n1	-11

Some of the entries above in another layout.
| mol | hcGAS inh |
| --- | --- |
| Cc1cc(C(=O)N2CCCC3(CC2)CNC(=O)O3)c(-c2ccccc2)o1 (stereo not given) | -5 |
| CC12CC3CC(C1)CC(c1ccccc1O)(C3)C2 | -12 |
| Fc1ccc(-c2[nH]ncc2CN(Cc2ccsc2)C2CC2)cc1 | -4 |
| c1ccc(COc2ccccc2-n2cnnc2)cc1 | 1 |
| O=C(NCC1CC(=O)N(C2CCCC2)C1)c1ccc2nc[nH]c2c1 (stereo not given) | -6 |
| O=C1N(Cc2cccc(Cl)c2)C[C@@H]2C[C@@H](c3cc4ccccc4o3)N3CCC[C@@]123 | -6 |
| O=C(CC1C=CCC1)Nc1nc2c(Cl)c(Cl)ccc2s1 (stereo not given) | -4 |

Following part.
SMILES	hcGAS inh
CCNC(=O)c1ccccc1SCC(=O)Nc1ccc(F)cc1	-5
O=C1N(c2ccccc2)C[C@@H]2C[C@@H](c3cc4ccccc4o3)N3CCC[C@@]123	-2
CN1CCCN(CC(=O)NC[C@H]2CC[C@@H]3C[C@H]2C3(C)C)CC1	-7
Cc1nnsc1CN(C)C(=O)c1cc(CC(C)C)on1	-6
Cc1ccccc1-c1noc(CCC(=O)N(C)Cc2nc3ccccc3[nH]2)n1	-3
Cc1nn(-c2ccc(C#N)cc2)c(NC(=O)N2CCOCC2)c1C	-4
C=CCN(Cc1ccc(F)cc1)C(=O)CC1C(=O)Nc2cc(C)cc(C)c21 (stereo not given)	-5
O=C(Nc1ccc(-c2nc3ccccc3[nH]2)cc1)C1CCCN(C2CCOCC2)C1 (stereo not given)	5
CCCN1C(=O)NC(CC(=O)N2CC(c3ccncc3)C2)C1=O (stereo not given)	-8
Cc1nccn1-c1ccc(NC(=O)C2CCCN(Cc3ccc(Cl)s3)C2)cc1 (stereo not given)	-4
COc1ccccc1N1C(=S)NC(c2cccc(C#N)c2)C(C(=O)N(C)C)=C1C (stereo not given)	-8
COC(=O)CCC(=O)N1CCCC(CNC(=O)C2(c3ccc(Cl)cc3)CC2)C1 (stereo not given)	5
CCN(CC)C(=O)[C@@H]1C[C@H](N)CN1C(=O)c1cccc(-n2cnnc2)c1	2
Cc1ccccc1N=C1SCC(C)(C)N1C(=O)c1ccc(C#N)cc1	-12
Cc1[nH]c2ccccc2c1C1c2ccccc2C(=O)N1CCC(=O)O (stereo not given)	-4
CCN(C(=O)CSc1nnc(C)c(=O)[nH]1)c1cccc2ccccc12	-4
COc1cc(-c2cnc(N)cn2)cc(OC)c1OC	-5
CC1CN(C(=O)NC(c2nnc3ccccn23)C(C)C)CC(C)S1 (stereo not given)	-6
O=C(Nc1ccc2c(c1)CN(Cc1cccc3c1OCO3)CC2)C1CCCO1 (stereo not given)	-5
Cn1ccn2ncc(C(=O)NCCOc3ccccc3)c12	-4
Cc1c(C(=O)NCc2cc(-c3ccccc3)n[nH]2)cnn1-c1ccccn1	-3
O=C(c1ccccc1O)N1CCN(CCOc2ccc(F)cc2)CC1	-3
CN(Cc1c(F)cccc1Cl)S(=O)(=O)CCn1c(=O)cnc2ccccc21	-17
Cc1ccc(S(=O)(=O)N2CCOCC2)cc1C(=O)Nc1nc(C(C)(C)C)cs1	2
Fc1ccccc1Cc1n[nH]c(Cc2ccccc2)n1	-5
Cc1cccc(C(=O)N2CCC(CO)(Cc3cccc(C(F)(F)F)c3)CC2)n1	-6
Cc1ccc(C)c(OCC(=O)NCc2noc(Cc3cccs3)n2)c1C	-9
CCC(CO)N(Cc1ccc(C)s1)C(=O)c1occc1C (stereo not given)	0
CCCN(CC(=O)Nc1ccccc1OC)C(=O)c1cc2c(s1)CCCC2	-14
COc1ccc(OCC(=O)N2CC[C@H]3CC[C@@H](C2)N3)cc1	-4
CC(C)C(NC(=O)c1cccnc1N1CCOCC1)c1nnc2n1CCNCC2 (stereo not given)	-7
CSc1ccc2c(C)cc(N3CCC(O)(Cn4ccnc4)CC3)nc2c1	-6
CCCC(=O)Nc1cc2c(cc1OC)NC(=O)CC2c1cccc2nsnc12 (stereo not given)	-1
Cc1cnc(N2CCC(Oc3cccnc3)CC2)nc1-c1cnn(C)c1	-10
CCC/C=C/c1cc(NC(C)C)ncn1	-7
CC(C)(O)C#Cc1ccc(-c2nccn2-c2ccccc2CCO)cc1	-3
COc1cc(C(C)NC(=O)N2CCC(C)C2)cc(OC)c1OC (stereo not given)	0
OC[C@H]1O[C@H](O[C@]2(CCl)O[C@H](CCl)[C@@H](O)[C@@H]2O)[C@H](O)[C@@H](O)[C@H]1Cl	3
CC(=O)Nc1ccc(C)c(S(=O)(=O)Nc2ccc(Br)c(C(F)(F)F)c2)c1	-3
O=C(CC1C(=O)NCCN1CCCc1ccccc1)NCCc1ccco1 (stereo not given)	-5
COc1cccc(CN2CCC(n3nccc3NC(=O)c3ccccc3Cl)CC2)c1	4
O=C(O)CCc1c(C(=O)O)[nH]c2ccccc12	-5
CN(C)S(=O)(=O)c1ccc(Cl)c(N=Cc2ccco2)c1	-8
O=C(Nc1cnn(-c2ncccn2)c1)N1CCCCCCC1	2
CC(=O)c1[nH]c(C)c(C(=O)N2CCCN(CC3CC3)C(C(C)C)C2)c1C (stereo not given)	-7

Compounds from the list above with a COOH group:
SMILES	hcGAS inh
CN(c1ccc(F)cc1)S(=O)(=O)c1ccc(C(=O)O)c(Cl)c1	-5
Cc1[nH]c2ccccc2c1C1c2ccccc2C(=O)N1CCC(=O)O (stereo not given)	-4
O=C(O)CCc1c(C(=O)O)[nH]c2ccccc12	-5

Next section
SMILES	hcGAS inh
Fc1ccc(COc2ncnc3sccc23)c(Cl)c1	4
Cc1nonc1CN(C)C(=O)CC1C(=O)NCCN1CCCc1ccccc1 (stereo not given)	-2
CCCCN(C(=O)/C=C/c1cc2ccccc2o1)C1CCS(=O)(=O)C1 (stereo not given)	-15
Cc1ccc(S(=O)(=O)N2CCN(Cn3nc(C)sc3=S)CC2)c(C)c1	-7
C=CCN(Cc1ccccc1C)C(=O)CC1CCOCC1	-2
COc1cccc(NC(=O)CCC2CCN(Cc3cccc(SC)c3)CC2)c1	-5
COc1cccc(Nc2nnc(SCCO)s2)c1	-3
Cc1ccc2c(c1)c(N=NC(=O)c1ccncc1)c(O)n2CCC(C)C	-7
Cc1ccc2[nH]c(C(=O)NC(C)Cc3cc(C)[nH]n3)c(C)c2c1 (stereo not given)	-4
CN(Cc1n[nH]c2c1CCC2)c1nccc(CCC(F)(F)F)n1	1
C=CCNc1ccccc1C(=O)NCC1CN(S(C)(=O)=O)CCO1 (stereo not given)	-1
CC(C)CN1CC(C(=O)Nc2ccc(Br)cn2)CC1=O (stereo not given)	-6
O=C(Nc1nccs1)c1cccc(CN2CCCC2Cn2cccn2)c1 (stereo not given)	-8
O=C(CC(c1ccccc1)c1ccco1)N1C[C@H]2CC[C@@H](C1)N2 (stereo not given in full)	4
CCC(NC(=O)c1cc(NC(C)=O)ccc1Cl)c1cc(C)ccn1 (stereo not given)	2
CCOC(=O)C1(C(=O)OCC)CCC(=O)c2ccc(OC)cc2C1	-10
Cc1ccc(-c2nn(Cc3ccccc3)cc2/C=C/C(=O)O)cc1	0
CCCCC(=O)Nc1ccc(C(=O)N2CCCCC2C(=O)O)cc1 (stereo not given)	-5
CCOC(=O)C1CCc2sc3ncnc(Cl)c3c21 (stereo not given)	-6
CCOC(=O)N1CCC2(CC1)N=C(N)Nc1nc3cc4c(cc3n12)OCCCO4	-8
COc1cc2c(cc1-c1nccn1C(C)c1ccc(-n3cncn3)cc1)OCO2 (stereo not given)	-3
COc1cccc(CNC(C)c2ccccc2)c1OCC(N)=O (stereo not given)	-5
C=CCN(Cc1cccnc1)Cc1ccccc1C	-2
CN(C)c1nc(N)nc(/C(C#N)=C/C2=Cc3cc(Cl)ccc3OC2)n1	-8
CN(C)c1ccccc1-c1cc(C(=O)O)cc(S(=O)(=O)NC2CC2)c1	-8
O=C1CN(C(=O)c2ccccc2)C(=S)N1	-3
COc1cccc(-c2ccccc2NC(=O)C2CCN(Cc3cnc(N(C)C)s3)CC2)c1	-3
CS(=O)(=O)c1ccc(C(O)[C@H](CF)NC(=O)C(Cl)Cl)cc1 (stereo not given in full)	-4
Cc1nc(-c2cccnc2)ncc1C(=O)N(C)CCC(O)c1ccccc1 (stereo not given)	-6
CCCCn1c(-c2csc3c2CCC(C)C3)n[nH]c1=S (stereo not given)	-5
CCC(C)C1NC(=O)C(CCN)NC(=O)C(NC(=O)C(CCN)NC(=O)C(NC(=O)C(CCN)NC(=O)CCCCC(C)C)C(C)O)CCNC(=O)C(C(C)O)NC(=O)C(CCN)NC(=O)C(CCN)NC(=O)C(C(C)CC)NC1=O (stereo not given)	3
Cc1ccc(C)c(-n2cc(CN3CCOCC3)c(-c3ccccc3)n2)c1	-6
CS(=O)(=O)N1CCC(Oc2ccccc2C(=O)N2C[C@@H]3CCC[C@H]2C3)CC1	5
CCOc1ccc(C(=O)N2CCC(n3nc(C)cc3C)C2)o1 (stereo not given)	-8
Cc1cc(=O)[nH]c(SC(=O)c2cnccn2)n1	-9
Cc1cccc(N(C)S(=O)(=O)c2cc(C(=O)O)ccc2F)c1	-3
Cc1noc(C)c1CCNC(=O)c1c(Cl)cccc1Cl	-7
CCCc1nc(CN(C)C(=O)c2c(O)cccc2O)no1	-5
Cc1cc(-c2csc(-c3ccc(NC(=O)c4ccco4)cc3)n2)c(C)n1CC1CCCO1 (stereo not given)	11
O=C1CN(C(=O)c2cc3cc(Cl)ccc3o2)CCN1	-10
CN1C(=O)C2(CCCN(C(=O)c3cn(CCN)nn3)C2)c2ccccc21 (stereo not given)	-5
Cc1ccc(-n2c(N)c(C#N)c(C#N)c2-c2ccc(N(C)C)cc2)cc1	-6
COc1ccc(C)cc1-c1csc(NC(=O)C(C)C)n1	-1
COc1ccccc1-n1cc([C@@H]2C[C@H]3CN(c4ccccc4)C(=O)[C@]34CCCN24)cn1	-4
CC(C)C1=NOC(C(=O)N2CCC(CO)(Cc3cccc(C(F)(F)F)c3)CC2)C1 (stereo not given)	-2
c1cncc(-c2n[nH]c(CCn3ccnc3-c3ccc4c(c3)OCCO4)n2)c1	-7
CCNC(=O)[C@H]1CC[C@@](C)(C(=O)NCCN2CCCCC2)C1(C)C	-6
CCn1nc(C)c(NC(=O)CNC(C)Cn2nc(C)cc2C)c1C (stereo not given)	-5
O=C(c1n[nH]c2c1CCCC2)N1CC[C@H]2CC[C@@H](C1)N2	-2
COC(=O)Cc1ccc(OCC(=O)NC(C)c2ccc(Cl)cc2)cc1 (stereo not given)	-14
Cc1c(C(C)NC2CCSCC2)cnn1-c1cccc2ccccc12 (stereo not given)	-2
COc1ccc2c(c1)C1(NNc3ccccc3O1)C(=O)N2 (stereo not given)	-13
CCc1nnc(CN2C[C@H]3OC(=O)N(CCCN4CCOCC4)[C@H]3C2)o1	-2
C1=C(c2ccccc2)CCN(c2cncc(-n3cccn3)n2)C1	-11
Cn1nc(C2CC2)c2c1NC(=O)CC2c1nc(-c2ccc(F)cc2)cs1 (stereo not given)	-7
O=C1NC(C(=O)N2CCC(c3cc(Cc4ccccc4)[nH]n3)CC2)CO1 (stereo not given)	-6
C(=C\c1ccc(CN2CCCC2)cn1)/c1ccccc1	-7
Cc1nn(C(=O)c2ccccc2Cl)c(C)c1[N+](=O)[O-]	0
O=C(/C=C/c1cn(-c2ccc(Cl)cc2)nn1)c1ccccc1	-4
COc1ccc2oc(C)c(C(=O)NC3(C(=O)O)CCCC3)c2c1	2

Next section.
SMILES	hcGAS inh
NCCc1nc(NCCNC(=O)c2ccc(F)cc2)c2ccccc2n1	-4
O=C(c1ncoc1C1CC1)N1C[C@H]2OC(=O)N(CCCc3ccc(F)cc3)[C@H]2C1	-2
COc1ccc(S(=O)(=O)N2CCCC(N3CCCC3=O)C2)c(OC)c1 (stereo not given)	-7
CCc1cc(C(=O)N2CCC(n3nccc3NC(=O)CCOc3ccccc3)CC2)no1	-2
CC1CCC(NC(=O)c2cccc(S(C)(=O)=O)c2)CC1 (stereo not given)	-3
CCc1nnc(CN2CCCC3(C2)C(=O)Nc2ccccc23)o1 (stereo not given)	-4
